Screening results deposited in PubChem by several laboratories.
CYP2C9 inhib – inhibitors of human CYP2C9; AID 777; inhibition, % at 5 µM; CYP2C9 Supersomes, luciferin-H conversion, luminescence; P11712; 20% of 96,000 active;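 active = blocking of liver enzyme CYP2C9 beyond about 50% at 5 µM, limit read from the data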; also: values of inactives mirror those of a sister screen read the other way
EphB4 antag – antagonists of human EphB4-ephrin-B2 interaction. EphB4 LBD / TNYL-RAW-Alexa532 peptide, fluorescence polarization. 0.15% of 97,000 active. P54760. inhibition, % at 7 µM. AID 720;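 active = inhibition above the screen-wide mean inhibition plus 3 SD, cut at about 15% in these data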;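 also: 0% = DMSO wells and 100% = excess unlabeled TNYL-RAW peptide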
CYP2C19 act – activators of human cytochrome P450 2C19. AID 1025. recombinant CYP2C19, luciferin-H EGE luminescence; active compounds read high; 0 = fully inhibited enzyme, 1 = untreated enzyme. activation factor at 5 µM. P33261. 96,000 tested, under 10 active;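 active = activation factor of at least 2 at 5 µM in the primary screen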;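 also: 0 = wells with 2.5 mM tranylcypromine and 1 = vehicle-only wells; values of inactives mirror those of a sister screen read the other way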
Target sequence (P33261 whole entry, looked up): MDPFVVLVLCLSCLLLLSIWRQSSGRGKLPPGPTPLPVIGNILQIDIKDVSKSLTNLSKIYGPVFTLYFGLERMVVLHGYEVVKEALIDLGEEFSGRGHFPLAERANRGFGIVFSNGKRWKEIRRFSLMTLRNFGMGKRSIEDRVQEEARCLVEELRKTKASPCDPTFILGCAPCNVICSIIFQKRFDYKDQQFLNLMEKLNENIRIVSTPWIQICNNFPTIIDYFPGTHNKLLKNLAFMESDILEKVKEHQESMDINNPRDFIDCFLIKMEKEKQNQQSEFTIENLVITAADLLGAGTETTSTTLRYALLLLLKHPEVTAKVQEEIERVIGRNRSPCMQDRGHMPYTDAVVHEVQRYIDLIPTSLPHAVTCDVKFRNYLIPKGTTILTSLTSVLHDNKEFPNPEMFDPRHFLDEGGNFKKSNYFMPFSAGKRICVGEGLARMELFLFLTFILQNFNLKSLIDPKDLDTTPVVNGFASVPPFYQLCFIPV
Rev-RRE block – disrupts HIV-1 Rev binding to RRE RNA; P05866; Rev peptide-RRE RNA binding, FRET; inhibition, % at 8 µM; 0.79% of 97,000 active;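 active = inhibition above the screen-wide mean plus 3 SD, cut at about 35% in these data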;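 also: 0% = median DMSO wells and 100% = median Neomycin B control wells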
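Test system: labelled RRE RNA duplex and labelled Rev peptide. Times: 5 min compound–RNA preincubation, then 15 min with peptide, 25 °C. Doses: single-dose 8 µM. Measured by: FRET, excitation 480 nm, emission 540 nm donor and 671 nm acceptor. Measure: % inhibition of FRET ratio versus controls.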
PLAP act – activates human placental alkaline phosphatase; P05187; 1.2% of 96,000 active; purified PLAP enzyme, luminescent substrate read-out; active compounds read high; activation fold at 20 µM; in the data active = activation fold above about 2
CYP2C9 act – CYP2C9 (human) activation. recombinant CYP2C9, luciferin-H conversion, luminescence; active compounds read high; factor 1 = untreated enzyme, 0 = blocked. AID 1024. P11712. 1.4% of 96,000 active. activation factor at 5 µM;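 active = activation factor of 2 or more for CYP2C9 at a 5 µM dose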;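 also: 0 = sulfaphenazole-blocked wells and 1 = vehicle-only wells; values of inactives mirror those of a sister screen read the other way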
PLK1 kinase inh – PLK1 (human) kinase inhibition; P53350; recombinant PLK1 kinase, TR-FRET peptide phosphorylation; inhibition, % at 10 µM; 0.53% of 97,000 active;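 active = inhibition of 50% or more in the single-concentration screen; inactive = inhibition below 50%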;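 also: 0% = DMSO max control and 100% = H-89 dihydrochloride min control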
Target sequence (P53350 whole entry, looked up): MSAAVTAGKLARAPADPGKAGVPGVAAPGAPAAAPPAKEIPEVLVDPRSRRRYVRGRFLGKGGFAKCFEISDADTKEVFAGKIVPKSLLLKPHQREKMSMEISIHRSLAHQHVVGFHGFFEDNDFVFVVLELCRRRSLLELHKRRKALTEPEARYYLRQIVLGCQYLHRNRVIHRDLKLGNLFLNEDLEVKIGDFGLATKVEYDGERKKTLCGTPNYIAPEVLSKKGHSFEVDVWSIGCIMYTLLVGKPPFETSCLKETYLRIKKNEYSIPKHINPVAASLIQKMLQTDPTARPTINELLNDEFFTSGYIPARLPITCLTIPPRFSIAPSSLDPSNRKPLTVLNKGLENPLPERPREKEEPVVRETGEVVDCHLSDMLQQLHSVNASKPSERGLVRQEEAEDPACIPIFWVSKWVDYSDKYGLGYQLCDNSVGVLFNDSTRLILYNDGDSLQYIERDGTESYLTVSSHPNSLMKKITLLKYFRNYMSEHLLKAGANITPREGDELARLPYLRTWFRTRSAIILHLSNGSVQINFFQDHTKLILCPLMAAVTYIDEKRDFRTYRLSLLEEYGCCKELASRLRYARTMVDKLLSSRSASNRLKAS
PLK1 PBD inh – blocks phosphopeptide binding to human Plk1 polo box domain. P53350. Plk1 PBD phosphopeptide binding, fluorescence polarization. inhibition, %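 (tested at about 20 µM)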. 0.13% of 97,000 active; in the data active = inhibition above about 34%, passing the limit was not always enough
CYP2C19 inhib – human CYP2C19 inhibition; P33261; CYP2C19 Supersomes, luciferin-H EGE luminescence, 30 min; inhibition, % at 5 µM; 21% of 96,000 active;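 active = CYP2C19 inhibition above a set limit at 5 µM in the primary screen, cut at about 50% in these data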;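 also: plate controls were negative control wells for no effect and 2.5 mM tranylcypromine positive control for full effect; values of inactives mirror those of a sister screen read the other way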
* = called active by the depositor.

Preview:
What do the screens show for `CCc1nn(CC(=O)NCCCN(Cc2ccccc2)C(C)C)c(=O)c2cc3sccc3n12`?
CYP2C9 inhib: 0; EphB4 antag: -4; CYP2C19 act: 1; Rev-RRE block: 1; PLAP act: 1.4; CYP2C9 act: 1; PLK1 kinase inh: -11; PLK1 PBD inh: -17; CYP2C19 inhib: -2

What do the screens show for `Cc1ccc2cc3cc(C(=O)N(CC(=O)NC4CCCC4)c4cccc(C)c4C)sc3nc2c1`?
CYP2C9 inhib: 94*; EphB4 antag: 0; CYP2C19 act: 0.5; Rev-RRE block: 0; PLAP act: 1.2; CYP2C9 act: 0.1; PLK1 kinase inh: -3; PLK1 PBD inh: -11; CYP2C19 inhib: 47

The list itself, from the start:
What do the screens show for `CCc1nn(CC(=O)NCCCN(Cc2ccccc2)C(C)C)c(=O)c2cc3sccc3n12`?
CYP2C9 inhib: 0; EphB4 antag: -4; CYP2C19 act: 1; Rev-RRE block: 1; PLAP act: 1.4; CYP2C9 act: 1; PLK1 kinase inh: -11; PLK1 PBD inh: -17; CYP2C19 inhib: -2

What do the screens show for `Cc1ccc2cc3cc(C(=O)N(CC(=O)NC4CCCC4)c4cccc(C)c4C)sc3nc2c1`?
CYP2C9 inhib: 94*; EphB4 antag: 0; CYP2C19 act: 0.5; Rev-RRE block: 0; PLAP act: 1.2; CYP2C9 act: 0.1; PLK1 kinase inh: -3; PLK1 PBD inh: -11; CYP2C19 inhib: 47

How did NC(=O)CSc1nnc(-c2cnccn2)n1-c1ccccc1 do in these assays?
CYP2C9 inhib: -5; EphB4 antag: -3; CYP2C19 act: 1; Rev-RRE block: 3; PLAP act: 0.8; CYP2C9 act: 1; PLK1 kinase inh: -13; PLK1 PBD inh: 8; CYP2C19 inhib: -3

How did CC1(C)OC(=O)C(=CNCC(=O)NCC(=O)O)C(=O)O1 do in these assays?
CYP2C9 inhib: 18; EphB4 antag: 12; CYP2C19 act: 0.8; Rev-RRE block: 2; PLAP act: 0.9; CYP2C9 act: 0.8; PLK1 kinase inh: 0; PLK1 PBD inh: -1; CYP2C19 inhib: 19

What do the screens show for `O=C(Cc1cccs1)N1CCC(c2nc3c(nnn3Cc3ccccc3)c(=O)[nH]2)CC1`?
CYP2C9 inhib: 97*; EphB4 antag: -2; CYP2C19 act: 0.5; Rev-RRE block: 7; PLAP act: 1.3; CYP2C9 act: 0; PLK1 kinase inh: -2; PLK1 PBD inh: 31; CYP2C19 inhib: 48

What do the screens show for `CC(=O)c1cccc(NC(=O)c2c(F)c(F)c(F)c(F)c2F)c1`?
CYP2C9 inhib: 44; CYP2C19 act: 0.6; PLAP act: 1; CYP2C9 act: 0.6; CYP2C19 inhib: 37

What do the screens show for `O=C(c1cccs1)N(C(=O)c1cccs1)c1ccc(Br)cn1`?
CYP2C9 inhib: 99*; EphB4 antag: -2; CYP2C19 act: 0; Rev-RRE block: 3; PLAP act: 1; CYP2C9 act: 0; PLK1 kinase inh: -8; PLK1 PBD inh: 14; CYP2C19 inhib: 100*

What do the screens show for `Cc1ccc2[nH]cc(C(=O)CN3CCC4(CC3)OCCO4)c2c1`?
EphB4 antag: 2; Rev-RRE block: 7; PLK1 kinase inh: -5; PLK1 PBD inh: -5

Results for COc1ccc(C(=O)n2cnnc2N)cc1 ?
CYP2C9 inhib: 2; EphB4 antag: 7; CYP2C19 act: 1; Rev-RRE block: 3; PLAP act: 0.9; CYP2C9 act: 1; PLK1 kinase inh: 14; PLK1 PBD inh: -6; CYP2C19 inhib: -1

How did CC(CN1CCOCC1)OC(=O)c1ccc(Br)cc1 (stereo unspecified) do in these assays?
CYP2C9 inhib: -6; EphB4 antag: -5; CYP2C19 act: 1; Rev-RRE block: 3; PLAP act: 1.2; CYP2C9 act: 1.1; PLK1 kinase inh: -4; PLK1 PBD inh: -14; CYP2C19 inhib: 4

How did COc1ccc(-n2ncc3c(=O)n(CC(=O)N4CCCc5ccccc54)cnc32)cc1 do in these assays?
CYP2C9 inhib: 24; EphB4 antag: 0; CYP2C19 act: 0.7; Rev-RRE block: 9; PLAP act: 1; CYP2C9 act: 0.8; PLK1 kinase inh: 4; PLK1 PBD inh: -29; CYP2C19 inhib: 28

How did CCc1nnc(NC(=O)c2c(C)nn(-c3ccccc3)c2Cl)s1 do in these assays?
CYP2C9 inhib: 26; EphB4 antag: -8; CYP2C19 act: 1; Rev-RRE block: 3; PLAP act: 1.1; CYP2C9 act: 0.7; PLK1 kinase inh: -5; PLK1 PBD inh: 0; CYP2C19 inhib: 4

Arranged by count of non-hydrogen atoms (low to high): three of the compounds above
Results for COc1ccc(C(=O)n2cnnc2N)cc1 ?
CYP2C9 inhib: 2; EphB4 antag: 7; CYP2C19 act: 1; Rev-RRE block: 3; PLAP act: 0.9; CYP2C9 act: 1; PLK1 kinase inh: 14; PLK1 PBD inh: -6; CYP2C19 inhib: -1

How did CC(CN1CCOCC1)OC(=O)c1ccc(Br)cc1 (stereo unspecified) do in these assays?
CYP2C9 inhib: -6; EphB4 antag: -5; CYP2C19 act: 1; Rev-RRE block: 3; PLAP act: 1.2; CYP2C9 act: 1.1; PLK1 kinase inh: -4; PLK1 PBD inh: -14; CYP2C19 inhib: 4

What do the screens show for `Cc1ccc2cc3cc(C(=O)N(CC(=O)NC4CCCC4)c4cccc(C)c4C)sc3nc2c1`?
CYP2C9 inhib: 94*; EphB4 antag: 0; CYP2C19 act: 0.5; Rev-RRE block: 0; PLAP act: 1.2; CYP2C9 act: 0.1; PLK1 kinase inh: -3; PLK1 PBD inh: -11; CYP2C19 inhib: 47

Remaining list, next part
How did CC1=Nn2c(nnc2-c2ccccc2Cl)SC1 do in these assays?
CYP2C9 inhib: 11; EphB4 antag: 8; CYP2C19 act: 0.5; Rev-RRE block: 10; PLAP act: 0.9; CYP2C9 act: 0.9; PLK1 kinase inh: 0; PLK1 PBD inh: -3; CYP2C19 inhib: 45

Results for CCOC(=O)C1=C(CN2CCc3ccccc32)NC(=O)NC1c1cccc([N+](=O)[O-])c1 (stereo unspecified) ?
CYP2C9 inhib: 25; EphB4 antag: 5; CYP2C19 act: 0.4; Rev-RRE block: 0; PLAP act: 1.2; CYP2C9 act: 0.7; PLK1 kinase inh: 1; PLK1 PBD inh: -18; CYP2C19 inhib: 64*

How did COC(=O)CCN(C1CCCCC1)S(=O)(=O)c1ccc(S(=O)(=O)NC2CCCCC2)cc1 do in these assays?
CYP2C9 inhib: 100*; EphB4 antag: 4; CYP2C19 act: 0; Rev-RRE block: -1; PLAP act: 1.5; CYP2C9 act: 0; PLK1 kinase inh: -7; PLK1 PBD inh: -17; CYP2C19 inhib: 97*

How did Cc1cccc(Cn2cc(/C=C/[N+](=O)[O-])c3ccccc32)c1 do in these assays?
CYP2C9 inhib: -5; EphB4 antag: -5; CYP2C19 act: 0.8; Rev-RRE block: 18; PLAP act: 1; CYP2C9 act: 1.1; PLK1 kinase inh: -11; PLK1 PBD inh: -18; CYP2C19 inhib: 19

Results for CCOc1ccc(CNC(=O)CCn2c(=O)oc3ccccc32)cc1 ?
CYP2C9 inhib: 9; EphB4 antag: 0; CYP2C19 act: 0.7; Rev-RRE block: 8; PLAP act: 0.9; CYP2C9 act: 0.9; PLK1 kinase inh: -5; PLK1 PBD inh: 8; CYP2C19 inhib: 32

What do the screens show for `CN1CCN(C(=O)c2ccc3c(c2)NC(=O)C(C)(C)O3)CC1`?
CYP2C9 inhib: 7; EphB4 antag: 1; CYP2C19 act: 1; Rev-RRE block: 11; PLAP act: 1; CYP2C9 act: 0.9; PLK1 kinase inh: -16; PLK1 PBD inh: -19; CYP2C19 inhib: 0

How did COC(=O)c1ccc2c(=O)n(NC(C)=O)c(=S)[nH]c2c1 do in these assays?
CYP2C9 inhib: -4; EphB4 antag: 2; CYP2C19 act: 1.1; Rev-RRE block: 8; PLAP act: 0.9; CYP2C9 act: 1; PLK1 kinase inh: -10; PLK1 PBD inh: -3; CYP2C19 inhib: -10

What do the screens show for `O=C(NCCc1c[nH]c2ccccc12)C1CCN(c2nnc(N3CCCC3=O)s2)CC1`?
CYP2C9 inhib: 24; EphB4 antag: 0; CYP2C19 act: 0.5; Rev-RRE block: 3; PLAP act: 1.4; CYP2C9 act: 0.8; PLK1 kinase inh: 12; PLK1 PBD inh: -13; CYP2C19 inhib: 47

Results for Cc1nc2c3cnn(-c4ccc(C)c(C)c4)c3ncn2n1 ?
CYP2C9 inhib: 13; EphB4 antag: 3; CYP2C19 act: 0.9; Rev-RRE block: 3; PLAP act: 0.9; CYP2C9 act: 0.9; PLK1 kinase inh: -5; PLK1 PBD inh: -10; CYP2C19 inhib: 6

Results for CN(C)c1ncc(S(=O)(=O)c2ccccc2)c(-c2ccccc2Cl)n1 ?
CYP2C9 inhib: 32; EphB4 antag: -2; CYP2C19 act: 0.2; Rev-RRE block: 6; PLAP act: 0.9; CYP2C9 act: 0.7; PLK1 kinase inh: -10; PLK1 PBD inh: -2; CYP2C19 inhib: 76*

What do the screens show for `O=C(CSc1nnnn1-c1ccc2c(c1)OCO2)NCc1ccccc1`?
CYP2C9 inhib: 33; EphB4 antag: 2; CYP2C19 act: 0.1; Rev-RRE block: 9; PLAP act: 0.8; CYP2C9 act: 0.7; PLK1 kinase inh: 0; PLK1 PBD inh: 0; CYP2C19 inhib: 92*

How did O=C(C1CCCO1)N1CCN(S(=O)(=O)c2ccccc2)CC1 (stereo unspecified) do in these assays?
CYP2C9 inhib: 10; EphB4 antag: 4; CYP2C19 act: 0.7; Rev-RRE block: 8; PLAP act: 1; CYP2C9 act: 0.9; PLK1 kinase inh: -2; PLK1 PBD inh: -16; CYP2C19 inhib: 31

How did CCOC(=O)c1c(NC(=O)CSc2nnc3c(n2)[nH]c2ccc(F)cc23)sc(C(C)=O)c1C do in these assays?
CYP2C9 inhib: 76*; EphB4 antag: 1; CYP2C19 act: 0.4; Rev-RRE block: 0; PLAP act: 1; CYP2C9 act: 0.2; PLK1 kinase inh: -5; PLK1 PBD inh: -26; CYP2C19 inhib: 64*

How did CC(=O)Nc1ccc(OCC(O)CN2CCN(c3ccccc3Cl)CC2)cc1 (stereo unspecified) do in these assays?
EphB4 antag: 0; Rev-RRE block: 0; PLK1 kinase inh: -18; PLK1 PBD inh: -14

Results for N#Cc1c(-c2ccccc2Cl)cc(C2CC2)nc1N ?
CYP2C9 inhib: -53; EphB4 antag: 7; CYP2C19 act: 0.3; Rev-RRE block: 3; PLAP act: 1; CYP2C9 act: 1.5; PLK1 kinase inh: -10; PLK1 PBD inh: -12; CYP2C19 inhib: 74*

How did CCOC(=O)c1ccc2cccc(C)n2c1=O do in these assays?
CYP2C9 inhib: 74*; EphB4 antag: -1; CYP2C19 act: 0.1; Rev-RRE block: -1; PLAP act: 1.1; CYP2C9 act: 0.3; PLK1 kinase inh: -8; PLK1 PBD inh: 26; CYP2C19 inhib: 88*

Results for Cc1ccc(F)cc1NC(=O)c1ccc2c(c1)OCO2 ?
CYP2C9 inhib: 6; EphB4 antag: -1; CYP2C19 act: 0.7; Rev-RRE block: 4; PLAP act: 0.8; CYP2C9 act: 0.9; PLK1 kinase inh: -6; PLK1 PBD inh: 11; CYP2C19 inhib: 33

What do the screens show for `COc1cccc(CNCc2ccccn2)c1OC`?
CYP2C9 inhib: 20; EphB4 antag: -2; CYP2C19 act: 0.3; Rev-RRE block: 3; PLAP act: 1; CYP2C9 act: 0.8; PLK1 kinase inh: -5; PLK1 PBD inh: 32; CYP2C19 inhib: 74*

How did COc1ccc(-n2nc3c(c2NC(=O)c2cc(Br)ccc2Cl)CS(=O)C3)cc1 (stereo unspecified) do in these assays?
CYP2C9 inhib: -10; EphB4 antag: -7; CYP2C19 act: 1.2; Rev-RRE block: 1; PLAP act: 1; CYP2C9 act: 1.1; PLK1 kinase inh: -20; PLK1 PBD inh: -12; CYP2C19 inhib: -16
